# MC4R antag cAMP = antagonists of human melanocortin 4 receptor (MC4R); MC4R-expressing cells, MTII-stimulated cAMP, LANCE TR-FRET; hit rate 0.48% among 360,000; inhibition, % at 6.5 µM;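 active means inhibition above its plate's cutoff, the mean of tested wells on that plate plus 3 SD, cut at about 29% in these data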;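 further: 0% = Melanotan II alone and 100% = Melanotan II plus saturating MCL0020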
#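 Material: human MC4R-expressing U2OS cells. Probe or stimulus: Melanotan II challenge. Dosing: 6.5 µM single dose. Times: 30-min compound, 1-h challenge, 1-h detection, room temperature. Technique: TR-FRET with Eu-cAMP and labeled anti-cAMP, 671 nm. Replication: singlicate.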
# PDI inh = PDI (human) enzyme inhibition | P07237 | PDI insulin aggregation turbidity, A650, 90 min | inhibition, % at 10 µM | hit rate 0.052% among 350,000;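 active means mean inhibition across replicates of 30% or more, whatever share of single replicates reach that level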;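 further: absorbance from insulin aggregation driven by PDI reduction with DTT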
# Target sequence (P07237 whole entry, looked up): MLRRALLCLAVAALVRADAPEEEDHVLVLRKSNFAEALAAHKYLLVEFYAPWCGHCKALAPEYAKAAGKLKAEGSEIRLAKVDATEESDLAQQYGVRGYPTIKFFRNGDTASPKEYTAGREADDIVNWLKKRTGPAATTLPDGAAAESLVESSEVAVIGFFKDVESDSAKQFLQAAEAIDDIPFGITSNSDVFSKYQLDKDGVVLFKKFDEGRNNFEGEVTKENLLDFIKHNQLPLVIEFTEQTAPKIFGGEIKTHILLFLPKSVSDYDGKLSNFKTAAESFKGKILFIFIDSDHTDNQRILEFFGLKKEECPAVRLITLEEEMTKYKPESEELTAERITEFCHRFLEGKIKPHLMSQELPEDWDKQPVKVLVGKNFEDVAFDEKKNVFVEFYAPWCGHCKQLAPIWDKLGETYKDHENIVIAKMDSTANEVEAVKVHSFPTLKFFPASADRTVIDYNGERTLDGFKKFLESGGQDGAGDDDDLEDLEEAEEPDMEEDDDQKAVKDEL
# HTR2A ag = mouse HTR2A agonism via beta-arrestin recruitment; P35363; hit rate 0.66% among 360,000; CHO-K1 mHTR2A beta-arrestin complementation, luminescence; percent of 30 µM serotonin response; activation, % at 7.6 µM;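 active means activation above a run cutoff, the mean activation of all tested compounds plus 3 SD, cut at about 14% in these data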;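 further: 0% = plate median of compound wells and 100% = 30 µM serotonin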
# Target sequence (P35363 whole entry, looked up): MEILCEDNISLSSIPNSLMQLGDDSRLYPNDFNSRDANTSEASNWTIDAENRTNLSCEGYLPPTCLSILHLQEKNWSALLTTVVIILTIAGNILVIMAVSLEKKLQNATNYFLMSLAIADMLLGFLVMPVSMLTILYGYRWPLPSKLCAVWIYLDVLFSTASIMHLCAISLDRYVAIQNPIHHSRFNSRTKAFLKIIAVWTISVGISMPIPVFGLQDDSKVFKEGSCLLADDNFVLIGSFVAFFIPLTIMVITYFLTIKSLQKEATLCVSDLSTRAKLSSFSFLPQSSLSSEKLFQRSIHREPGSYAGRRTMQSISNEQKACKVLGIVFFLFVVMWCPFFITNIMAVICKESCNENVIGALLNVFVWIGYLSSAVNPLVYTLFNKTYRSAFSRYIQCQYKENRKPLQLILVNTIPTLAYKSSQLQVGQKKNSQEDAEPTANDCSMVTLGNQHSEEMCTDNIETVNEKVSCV
# CaV13 ICDI inh = Primary screen for inhibitors of IQ motif and Ca2+-dependent inactivation inhibitor domain binding in CACNA1D, Förster resonance energy transfer in living cells, …. HEK cells, CFP/YFP FRET ICDI-IQ, plate reader, 10 min; percent FRET-ratio fall versus neutral wells. inhibition, % at 12.3 µM. hit rate 0.098% among 340,000;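 active means mean replicate inhibition of at least 30% and at least 1% of replicates passing that level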;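 further: 0% = median of the neutral control wells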
# Vif imaging = HIV Vif inhibition | HEK293T cells, Vif self-association by quenched fluorescence, imaging, 24 h | inhibition, % at 7.49 µM | hit rate 0.35% among 340,000 | AID 602346; in the data active means inhibition above about 50%, passing the limit was not always enough; further: some results filed as inactive read as strong as hits
# N-glyco inh = blocks N-linked glycosylation in D54 reporter cells; hit rate 0.23% among 360,000; D54 ERlucT glycosylation luciferase reporter, 24 h; percent of 100 nM tunicamycin response; reporter increase, % at 12.5 µM;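 active means mean luciferase reporter signal, scaled so untreated is 0 and the glycosylation-blocking control 100, at or above a set limit in every replicate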;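 further: luciferase carries N-glycosylation sites so blocking glycosylation raises the light; 0% = median of neutral control wells and 100% = median of 100 nM tunicamycin wells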
# Cardio protect = modulators protecting cardiomyocytes from myocardial damage; AID 588492; hit rate 0.63% among 360,000; protection from H2O2 cell death, % at 20 µM; H9c2 cardiomyocytes, H2O2 injury protection, ATPLite, 2 h;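 active means compounds giving at least 50% protection of heart cells from peroxide-induced death in the single-dose screen, raw or plate-pattern-corrected value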;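 further: 0% = DMSO wells with peroxide and 100% = DMSO wells without peroxide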
# MC4R ag barr = human MC4R agonism via beta-arrestin | P32245 | U2OS MC4R beta-arrestin complementation, luminescence; percent of melanotan II response, DMSO zero | activation, % at 8.9 µM | hit rate 0.98% among 360,000 | AID 540308;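 active means activation above a per-plate cutoff, the mean activation of sample wells on that plate plus 3 SD, cut at about 8% in these data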
# aDG glyco act = increases alpha dystroglycan glycosylation; Pro5-aDG cells, alpha-DG glycosylation AlphaScreen (IIH6); 0% Pro5, 100% B10-LARGE cell signal; activation, % at 10 µM; hit rate 0.22% among 360,000;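 active means activation of at least 8% versus controls, or a plate z-score of at least 8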;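 further: Pro5 are CHO cells carrying HIG-tagged alpha-DG that lacks glycosylation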
# ABCB6 inh MLPCN = inhibitors of human ABC transporter ABCB6; Q9NP58; fluorescence ratio to DMSO, % at 10 µM; K562-ABCB6 porphyrin accumulation, flow cytometry, 1 h; hits give low values; AID 602162; hit rate 0.19% among 360,000;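 active means fluorescence ratio to DMSO below 75%, the collection mean minus 3 SD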;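 further: signal is porphyrin accumulated inside mitochondria; 100% equals median channel fluorescence of DMSO control wells; lower ratio means ABCB6 inhibition with less porphyrin fluorescence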
# * = called active by the depositor; . = not tested or not shown; & = joins results of further samples; ! = a repeat was not active.
SMILES,MC4R antag cAMP,PDI inh,HTR2A ag,CaV13 ICDI inh,Vif imaging,N-glyco inh,Cardio protect,MC4R ag barr,aDG glyco act,ABCB6 inh MLPCN
CCCCCN(C(=O)CCC(=O)OCc1ccc(C(C)(C)C)cc1)c1c(N)n(CCCC)c(=O)[nH]c1=O,10,-9,3,-6,-10,0,5,4.8,0.6,99
O=C(CCn1nc(-c2ccc(Cl)cc2)ccc1=O)NCc1cccnc1,6,5,5,-5,10,-1,5,-1.3,0.1,106
COc1ccc(N(CC(=O)NCc2ccccc2)S(=O)(=O)c2c(C)nn(C)c2C)cc1,-2,.,0,-7,7,-1,6,-0.5,-0.1,98
O=C(NCCCN1CCCC1=O)c1cccc(S(=O)(=O)N2CCN(c3ccccc3)CC2)c1,7,-7,-1,-5,-5,-2,-1,-2.8,0.4,103
CCCC(NC(=O)Cc1c(C)c2cc3c(C)c(C)oc3c(C)c2oc1=O)C(=O)N[C@@H](Cc1ccccc1)C(=O)O (some centres not stated),8,.,2,.,12,-2,1,-0.3,0.0,97
N#CCCN(C(=O)COC(=O)c1cc2ccccc2oc1=O)c1ccccc1,6,7,-4,-2,-2,1,9,-0.5,0.0,111
O=c1[nH]c(C2CCN(S(=O)(=O)c3ccccc3F)CC2)nc2c1nnn2Cc1ccc(F)cc1,10,-16,5,-3,-11,1,0,0.5,0.0,95
Cc1cc(C)cc(N2C(=O)C3NN=C(C(=O)OCc4ccccc4)C3C2=O)c1 (configuration not stated),5,9,2,-3,-8,0,-2,-1.4,0.1,96
Cc1c(CC(=O)NCC(=O)O)c(=O)oc2cc3oc4c(c3cc12)CCCC4,3,-12,4,-4,-6,1,11,-0.2,-0.1,88
CC(OC(=O)c1cccc(-n2cnnn2)c1)C(=O)Nc1ccc(N(C)C)cc1 (configuration not stated),5,-4,-2,-5,.,-3,2,-1.7,-0.2,95
O=C(CN1CCN(C(=O)c2ccccc2)CC1)NC(=O)NCCC1=CCCCC1,11,-11,20*,-6,1,-2,2,1.2,-0.1,102
CC1C(=O)N(Cc2cn(Cc3ccco3)nn2)CCS(=O)(=O)N1Cc1ccc(-c2ccc(F)cc2Cl)cc1 (configuration not stated),.,.,1,-11,2,-2,-5,.,-0.2,98
CC1(C(=O)NS(=O)(=O)c2ccc(F)cc2F)CCN1C(=O)CC1CCCC1 (configuration not stated),9,-2,-1,-5,-5,2,-5,0.0,-0.2,99
CC(C)c1ccc(OCC(O)CN2CCN(c3ccccc3)CC2)cc1 (configuration not stated),-4&1,-1&2,8&10,-6&-5,6&39,-3&-1,-8&-14,8.9*!,0.2&0.4,101&93
Cc1cc(C)cc(N=C2SC(CC(=O)Nc3ccccc3)C(=O)N2CCN2CCOCC2)c1 (configuration not stated),3,6,-7,2,-2,4,14,-2.7,-0.1,98
COc1ccc(CNCCC2(C(C)C)CCOC(C)(C)C2)cc1 (configuration not stated),-5,8,-3,-19,-6,-3,1,0.1,-0.1,97
CN1CC(=O)N(CC(=O)NCc2ccc3c(c2)OCO3)C1=O,-8,-6,-2,0,1,4,-6,1.1,0.0,86
Cc1ccc(S(=O)(=O)NCC(=O)OC(C)C(=O)NC2CCCCC2C)cc1C (configuration not stated),28,4,2,-5,13,0,-2,1.4,-0.1,102
Cc1ccc(NS(=O)(=O)c2cccc(C(=O)NC3CCN(Cc4ccccc4)CC3)c2)cc1,-4,-1,-15,-3,-4,-9,-18,-0.2,0.7,92
O=C1C2C3CC4C5C3C1C5C1(SCCS1)C42 (configuration not stated),.,.,-4,-8,7,0,4,.,3.5,94
CC(C)(C)N(Cc1ccccc1)C(=O)COc1cccnc1[N+](=O)[O-],19,-1,-6,-19,-18,-1,3,-1.6,-0.1,97
CC1=C(C(=O)OCc2ccc3c(c2)OCO3)C(c2ccc(O)c([N+](=O)[O-])c2)NC(=O)N1 (configuration not stated),-2,-8,-4,-19,5,-10,5,-2.3,0.0,97
O=NN(CCCl)C(=O)NCCCl,4,-4,4,-5,-4,-1,-2,-1.4,0.2,97
CN(C)C1(CNC(=S)Nc2ccccc2C(F)(F)F)CCCCC1,1,-3,4,-7,2,-2,-2,-2.9,-0.2,97
CCOc1ccc(C(=O)NCCO)cc1,-1,-10,7,-3,4,2,1,-3.1,0.0,96

# Entries of single compounds, looked up by structure. Screens in order: MC4R antag cAMP, PDI inh, HTR2A ag, CaV13 ICDI inh, Vif imaging, N-glyco inh, Cardio protect, MC4R ag barr, aDG glyco act, ABCB6 inh MLPCN
# `CC(C)c1ccc(OCC(O)CN2CCN(c3ccccc3)CC2)cc1` (configuration not stated) as listed: -4&1, -1&2, 8&10, -6&-5, 6&39, -3&-1, -8&-14, 8.9*!, 0.2&0.4, 101&93
# `COc1ccc(CNCCC2(C(C)C)CCOC(C)(C)C2)cc1` (configuration not stated) as listed: -5, 8, -3, -19, -6, -3, 1, 0.1, -0.1, 97
# `O=C1C2C3CC4C5C3C1C5C1(SCCS1)C42` (configuration not stated) as listed: ., ., -4, -8, 7, 0, 4, ., 3.5, 94
# `CCOc1ccc(C(=O)NCCO)cc1` as listed: -1, -10, 7, -3, 4, 2, 1, -3.1, 0.0, 96
# `O=C(CN1CCN(C(=O)c2ccccc2)CC1)NC(=O)NCCC1=CCCCC1` as listed: 11, -11, 20*, -6, 1, -2, 2, 1.2, -0.1, 102

# Structures shown so far that have a Cl atom:
SMILES,MC4R antag cAMP,PDI inh,HTR2A ag,CaV13 ICDI inh,Vif imaging,N-glyco inh,Cardio protect,MC4R ag barr,aDG glyco act,ABCB6 inh MLPCN
O=C(CCn1nc(-c2ccc(Cl)cc2)ccc1=O)NCc1cccnc1,6,5,5,-5,10,-1,5,-1.3,0.1,106
CC1C(=O)N(Cc2cn(Cc3ccco3)nn2)CCS(=O)(=O)N1Cc1ccc(-c2ccc(F)cc2Cl)cc1 (configuration not stated),.,.,1,-11,2,-2,-5,.,-0.2,98
O=NN(CCCl)C(=O)NCCCl,4,-4,4,-5,-4,-1,-2,-1.4,0.2,97

# Next results follow.
SMILES,MC4R antag cAMP,PDI inh,HTR2A ag,CaV13 ICDI inh,Vif imaging,N-glyco inh,Cardio protect,MC4R ag barr,aDG glyco act,ABCB6 inh MLPCN
COc1cccc(-c2nn(-c3ccccc3)cc2CO)c1,2,-17,0,-2,15,2,-4,-0.8,0.3,94
CCN(CC(=O)NC1CCS(=O)(=O)C1)S(=O)(=O)c1ccccc1 (configuration not stated),1,6,1,-3,5,1,-3,-0.5,-0.3,100
O=C(CSc1nc(=O)n(CCCN2CCOCC2)c2c1CCC2)Nc1ccc(F)cc1F,-4,0,2,-2,6,-2,1,-3.3,0.4,101
CC(=O)c1c(C)[nH]c(C(=O)OCC(=O)N(C)c2c(N)n(Cc3ccccc3)c(=O)[nH]c2=O)c1C,12,0,2,-5,11,0,1,-4.4,0.0,98
CC(C)n1nnnc1SCC(=O)Nc1ccccc1F,0,-8,0,-2,31,1,-2,-0.8,0.0,97
O=[N+]([O-])c1ccccc1S(=O)(=O)N1CCN(C2CCCC2)CC1,2,11,-8,.,-11,1,-2,0.0,-0.1,100
O=C(Nc1cccc(OC(=O)c2cccnc2)c1)c1cccnc1,10,0,-2,-4,2,-1,-2,-0.7,-0.1,97
C[C@H](CO)N1C[C@H](C)[C@H](CN(C)S(=O)(=O)c2ccc(F)cc2)OCc2cnnn2CCCC1=O,-5,4,-2,-2,-6,2,2,-0.8,0.0,95
CCn1cc(C(=O)O)c(=O)c2cc(F)c(N3CCN(C(=S)NC(=O)c4cccc(F)c4)CC3)cc21,5,-5,3,-2,15,1,-4,-0.5,0.0,92
N#C/C(=C\c1ccc(Cl)cc1)C(=O)Nc1cccnc1,0,-1,-1,-15,-9,2,18,-0.9,-0.1,94
O=C(Nc1cccnc1)Nc1ccc(Cl)cc1Cl,6,-2,-6,-5,1,3,-2,0.8,-0.1,101
CC(C)(C)n1nc2c(c1NC(=O)c1ccc(Cl)c([N+](=O)[O-])c1)CS(=O)(=O)C2,22,0,-2,2,-4,-1,2,-2.2,0.3,101
Cc1ccc(C)c(/C(O)=C2\C(=O)C(=O)N(CCCn3ccnc3)C2c2cccnc2)c1 (configuration not stated),2,-1,9,.,.,0,39,2.2,0.0,106
CCOc1ccc(-n2c(=O)c3sccc3n(CC(=O)NC3CCCCC3)c2=O)cc1,-3,-6,1,-3,13,1,2,0.1,0.0,94
CNC[C@H]1Oc2ccc(NC(=O)C3CCCCC3)cc2CC(=O)N([C@H](C)CO)C[C@@H]1C,-3,5,5,-11,7,1,8,-1.2,0.3,102

# Arranged by molar mass (lowest first): part of the list above
SMILES,MC4R antag cAMP,PDI inh,HTR2A ag,CaV13 ICDI inh,Vif imaging,N-glyco inh,Cardio protect,MC4R ag barr,aDG glyco act,ABCB6 inh MLPCN
CC(C)(C)N(Cc1ccccc1)C(=O)COc1cccnc1[N+](=O)[O-],19,-1,-6,-19,-18,-1,3,-1.6,-0.1,97
CC(C)c1ccc(OCC(O)CN2CCN(c3ccccc3)CC2)cc1 (configuration not stated),-4&1,-1&2,8&10,-6&-5,6&39,-3&-1,-8&-14,8.9*!,0.2&0.4,101&93
Cc1cc(C)cc(N=C2SC(CC(=O)Nc3ccccc3)C(=O)N2CCN2CCOCC2)c1 (configuration not stated),3,6,-7,2,-2,4,14,-2.7,-0.1,98

# Assay outcomes from PubChem.
